HCV core dimer = inhibitors of HCV core protein dimerization, primary screen, biochemical, TR-FRET, high-throughput; TR-FRET GST/Flag-core106 dimerization, 1536-well; inhibition, % at 5 µM; actives 0.33% (n = 300,000);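 active = inhibition above the mean of all tested compounds plus 3 SD, set per screening campaign, cut at about 45% in these data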
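Assay system: Tagged HCV core106 pair (GST and Flag) | Buffer or medium: KF-containing HEPES buffer, pH 7.45, DTT, CHAPS, BSA | Also added: Eu donor and XL665 acceptor anti-tag antibodies | Dosing: One concentration, 5 µM, in 0.5% DMSO | Timing: 4 h at 22.5 °C | Technique: TR-FRET 671 and 617 nm emission | Repeats: Singlicate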
PP1 counter = PP1-alpha phosphatase inhibitors, primary screen, counter-screen for PP5 inhibitor project, biochemical, fluorescence, OMFP substrate, single point. Serine/threonine-protein phosphatase PP1-alpha catalytic subunit (Homo sapiens), P62136. purified PP1alpha. inhibition, % at 6.7 µM. actives 0.9% (n = 320,000);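 active = inhibition above the mean inhibition of all tested compounds plus 3 SD, computed separately for each screening campaign, cut at about 15% in these data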
Target sequence (P62136 whole entry, looked up): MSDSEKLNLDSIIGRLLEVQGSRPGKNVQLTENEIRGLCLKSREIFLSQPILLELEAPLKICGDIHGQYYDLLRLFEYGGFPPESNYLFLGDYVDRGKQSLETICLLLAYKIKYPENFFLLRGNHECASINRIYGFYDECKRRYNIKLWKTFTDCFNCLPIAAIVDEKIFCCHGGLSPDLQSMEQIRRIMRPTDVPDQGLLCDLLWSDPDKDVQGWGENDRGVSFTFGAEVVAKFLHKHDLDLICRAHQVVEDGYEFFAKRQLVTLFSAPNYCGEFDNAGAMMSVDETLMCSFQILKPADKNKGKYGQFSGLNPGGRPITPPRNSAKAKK
CTSL1 counter = Fasciola hepatica cathepsin L1 inhibitors, primary screen, counter-screen for PFM18AAP inhibitor project, biochemical, QFRET, fluorogenic peptide substrate. actives 0.49% (n = 300,000). inhibition, % at 5.96 µM. recombinant F. hepatica cathepsin L1, Z-Leu-Arg-MCA fluorescence;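 active = inhibition above the mean of all tested compounds plus 3 SD, set per screening campaign, cut at about 17% in these data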;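 also: 0% = plate median of test compound wells and 100% = 1 µM Z-Phe-Ala-diazomethylketone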
Yeast superoxide = reduction of superoxide in aged yeast, primary screen, HTS; S. cerevisiae aged cells, superoxide DHE fluorescence; stronger effect = lower value; superoxide response (% of plate mean), % at 10 µM; actives 0.18% (n = 330,000); AID 2690, 2010;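 active = superoxide response under a set limit, about three screen SD below normal, cut at about 65% in these data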;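 also: yeast aged for seven days with compound at 30 °C before DHE staining; 100% = average MFI of all compound-treated wells on the plate with controls excluded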
JMJD2C inh = inhibitors of GASC-1 histone demethylase, primary screen, biochemical, fluorescence, DELFIA europium | Lysine-specific demethylase 4C (Homo sapiens), Q9H3R0 | GST-JMJD2C(1-420) H3K9me3 demethylation | inhibition, % at 2.35 µM | actives 0.069% (n = 330,000);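 active = more than half of a compound's replicate wells show inhibition beyond 50%, single wells judged on their own value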;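 also: signal counts dimethyl H3K9 product captured on neutravidin plate; 0% = median of DMSO wells and 100% = 0.3 times that DMSO median; strong numbers were not always called active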
Target sequence (Q9H3R0 1-420 limits assumed): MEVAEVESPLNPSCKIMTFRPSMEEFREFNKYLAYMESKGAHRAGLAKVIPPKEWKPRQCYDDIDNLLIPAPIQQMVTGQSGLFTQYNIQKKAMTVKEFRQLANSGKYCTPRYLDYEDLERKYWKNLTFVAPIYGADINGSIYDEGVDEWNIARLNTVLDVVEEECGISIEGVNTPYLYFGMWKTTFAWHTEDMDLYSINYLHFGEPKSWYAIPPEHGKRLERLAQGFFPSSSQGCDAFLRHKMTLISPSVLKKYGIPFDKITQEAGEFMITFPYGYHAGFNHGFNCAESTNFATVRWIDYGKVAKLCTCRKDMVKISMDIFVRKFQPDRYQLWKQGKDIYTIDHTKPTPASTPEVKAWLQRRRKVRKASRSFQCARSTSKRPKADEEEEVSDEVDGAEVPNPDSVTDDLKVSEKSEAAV
ZTA DNA inh = counter-screen for EBNA-1 inhibitors: inhibitors of Epstein-Barr virus ZTA; ZTA-DNA binding, fluorescence polarization; inhibition, % at 11 µM; actives 0.15% (n = 320,000); in the data active = inhibition above about 33%
Target sequence (P03206 whole entry, looked up): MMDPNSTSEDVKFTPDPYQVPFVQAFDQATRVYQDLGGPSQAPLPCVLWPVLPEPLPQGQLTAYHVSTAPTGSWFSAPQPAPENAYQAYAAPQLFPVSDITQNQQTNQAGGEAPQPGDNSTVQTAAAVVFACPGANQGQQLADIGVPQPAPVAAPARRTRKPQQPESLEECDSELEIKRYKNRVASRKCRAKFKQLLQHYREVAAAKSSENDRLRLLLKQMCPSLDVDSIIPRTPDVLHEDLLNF
PP5 primary = PP5 phosphatase inhibitors, primary screen, biochemical, fluorescence; actives 0.18% (n = 320,000); inhibition, % at 6.7 µM; AID 1987, 2009; purified PP5c, OMFP substrate fluorescence;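 active = inhibition above the campaign's mean inhibition across all tested compounds plus 3 SD, cut at about 9.5% in these data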;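 also: 0% = DMSO only and 100% = 100 µM cantharidin control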
EBNA-1 inhibitor = EBNA-1 DNA-binding inhibitors, primary screen, biochemical, fluorescence polarization | inhibition, % at 14.8 µM | actives 0.34% (n = 300,000) | AID 1950, 2009; in the data active = inhibition above about 28%
TPT1 inhibitor = Candida albicans TPT1 enzyme inhibitors, primary screen, biochemical, fluorescence polarization | recombinant caTPT1, FP RNA substrate dephosphorylation | AID 1962, 2009 | tRNA 2'-phosphotransferase TPT1 (Candida albicans SC5314) | actives 0.81% (n = 300,000) | inhibition, % at 5 µM;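 active = inhibition above the mean of all tested compounds plus 3 SD, set per screening campaign, cut at about 24% in these data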;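 also: plate controls were DMSO alone for no effect and ferristatin control at 100 nM for full effect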
* = called active by the depositor; . = no result given.

SMILES	HCV core dimer	PP1 counter	CTSL1 counter	Yeast superoxide	JMJD2C inh	ZTA DNA inh	PP5 primary	EBNA-1 inhibitor	TPT1 inhibitor
CC1CCC(NC(=O)C2c3ccccc3C(=O)N2Cc2cccs2)CC1 (centres undefined)	0	2	3	95	7	1	-1.4	0	-6
CCOc1cc(N2CCOCC2)c(OCC)cc1NC(=O)CSc1n[nH]c(N)n1	-3	-3	21*	102	-1	-6	0.1	-13	1
Cc1ccc(NC(=O)CNc2ccc(Cl)cc2F)cc1	5	-3	4	90	17	23	-0.4	3	1
O=C(c1ccc(Cl)nc1)N1CCN(S(=O)(=O)c2ccc3c(c2)OCCO3)CC1	.	1	.	82	-4	-14	2.3	.	.
CCCc1nnc(NC(=O)CCC(=O)N2CCN(CCn3c(C)ccc3C)CC2)s1	12	-2	1	108	2	-1	0.0	3	-4
CCc1ccc(S(=O)(=O)NCCOc2cccc3cccnc23)cc1	-3	6	0	103	-12	3	3.9	-6	0
O=C(NCCCn1ccnc1)C1CC2CCC1C2 (centres undefined)	-9	-9	-2	111	-3	5	2.2	-11	4
O=C(CSc1nccn1Cc1ccco1)Nc1ccccc1	10	-6	-1	89	-3	6	0.0	5	-3
O=C(c1ccc(CS(=O)Cc2ccc(Cl)cc2)o1)N1CCN(c2ccccn2)CC1 (centres undefined)	-9	-2	1	104	8	-3	1.1	-1	-3
Cc1ccc(S(=O)(=O)N/N=C\c2cccnc2)cc1	-8	0	-1	101	-13	8	0.1	-3	0
CCOc1ccc(C(=O)NCC(=O)NCC(c2ccccc2OC)N2CCCC2)cc1 (centres undefined)	-2	-5	-1	105	7	-10	0.4	-9	0
Cc1nn(C(C)C(=O)NCc2ccco2)c(=O)c2nn(-c3ccccc3)c(C)c12 (centres undefined)	-3	-2	4	94	7	-10	3.8	-5	0
Cc1ccc(S(=O)(=O)NN=C2CCN(Cc3ccccc3)CC2)cc1	-3	-2	-4	102	-2	-21	1.4	-4	2
Cc1nnn(C23C[C@@H]4C[C@@H](CC(C(=O)N5CCN(c6ccccc6)CC5)(C4)C2)C3)n1	3	-6	-2	92	-9	-11	0.8	-7	-1
CC(=O)c1ccc(NC(=O)c2onc(C)c2Cl)cc1	2	-3	0	115	-7	2	-2.7	2	1
Cc1ccc2cc(CCNC(=O)C3CCCCC3)c(=O)[nH]c2c1C	0	-4	-2	93	-13	-1	-1.2	10	-5
CC1CCCCN1CC(=O)Nc1sccc1C#N (centres undefined)	28	-1	3	101	-4	9	0.1	12	4
COc1cccc(C(=O)Nc2cc(C)nn2-c2ccccc2)c1OC	-3	-2	2	120	-16	-5	-3.3	-2	-1
Cc1nc2sc(C(c3cccs3)N3CCN(c4ccccc4)CC3)c(O)n2n1 (centres undefined)	0	-2	6	100	-25	8	-4.3	3	-3
Cc1cc(C)c2nc(N(CCN(C)C)C(=O)/C=C/c3cccs3)sc2c1	-11	5	2	91	-35	2	2.4	-22	3
O=C(CN(c1cccc([N+](=O)[O-])c1)S(=O)(=O)c1ccccc1)N(Cc1ccccc1)Cc1ccccc1	7	2	18*	100	5	-18	-3.2	2	1
CS(=O)(=O)N1CCN(C(=O)c2cc(-c3ccccc3)nc3ccccc23)CC1	-7	0	0	89	116	1	0.4	2	-3
O=C(N/N=C/c1ccc([N+](=O)[O-])o1)c1cn(-c2ccccc2)nc1-c1ccc(F)cc1	44	5	2	99	40	-11	1.3	2	3
Cc1cc(=O)cc(C)n1-c1ccc(Cl)cc1	-7	-4	0	94	3	-2	3.1	6	0
CC(C)N1C(=O)CCC1C(=O)NCCc1ccccc1 (centres undefined)	-1	-4	-3	100	16	-1	0.1	-2	6
O=[N+]([O-])c1ccc(COc2ncnc3ccccc23)cc1	-1	-6	4	115	8	-12	-0.5	-7	-1
CCCCCCCCC(=O)N1CCN(c2cc3c(cc2F)c(=O)c(C(=O)O)cn3CC)CC1	6	14	-2	109	0	7	0.4	-10	2
COc1ccc(Cl)cc1C(=O)OCC(=O)N(C)CC(=O)Nc1ccc(F)cc1	-2	-3	0	97	7	17	-0.5	8	-3
Cc1ccc(OCCC(=O)N(CCC(C)C)c2c(N)n(Cc3ccccc3)c(=O)[nH]c2=O)cc1	7	-4	-4	110	24	9	-0.8	7	0
COc1cc2[nH]c3c(=O)n(CCN4CCOCC4)cnc3c2cc1OC	-4	0	8	95	-2	-11	-2.5	-1	-2
O=C(Oc1ccccc1)c1ccc(-n2cnnn2)cc1	-6	-2	-1	101	8	11	-0.2	-5	5
CCOc1ccc(C(=O)OCC(=O)N(Cc2ccccc2)Cc2ccccc2)cc1OC	.	2	.	107	2	-8	2.6	.	.
O=C(COc1ccc(Br)cc1CO)Nc1ccccc1	1	4	-3	98	.	4	3.0	-4	-1
CCN1CCN(c2ccc(S(=O)(=O)N3CCOCC3)cc2NC(=O)c2ccc(F)cc2Cl)CC1	1	-8	-1	94	11	-1	-1.1	-3	-3
CC(C)c1ccccc1NC(=O)COc1ccc(C(=O)NCCc2ccccc2)cc1	0	9	3	102	2	3	1.1	2	-6
O=C1CCc2cc(S(=O)(=O)Nc3ccc(C(F)(F)F)cc3)cc3c2N1CC3	0	0	-1	98	-7	-17	2.1	-1	-3
NC(=O)c1ccccc1OCC(=O)NS(=O)(=O)c1ccccc1	-6	-4	5	114	8	4	2.3	-4	-2
O=C(CSc1n[nH]c(-c2ccco2)n1)Nc1ccccc1	-3	-3	4	97	-10	4	1.6	13	-3
CCOC(=O)C1CCCN(C(=O)c2cccc(S(=O)(=O)N3CCOCC3)c2)C1 (centres undefined)	-6	-1	-5	96	1	-10	1.9	-2	-1
COc1cccc(C(=O)N(C)C(C)c2nc3ccccc3s2)c1 (centres undefined)	-29	4	0	86	-7	-21	3.3	4	-5
NC(=O)/C=C\c1cn(-c2ccccc2)nc1-c1ccc2c(c1)OCCO2	-4	2	2	99	-2	-13	0.5	0	-5
Cn1cc(NC(=O)Nc2ccc(C(F)(F)F)cc2)c(C(F)(F)F)n1	-2	7	1	93	-17	-2	2.2	-8	-1
COc1ccc(S(=O)(=O)Nc2nnc(C(C)C)s2)cc1	-3	-3	-6	105	5	-12	1.7	-5	-2
CN(C)c1nc(N(C)C)nc(N(C)C)n1	-4	-1	3	111	-9	5	2.0	-5	1
C#CCOCCOCCOCCNc1nc(N2CCOCC2)nc(N2CCN(C(=O)[C@H](CCCCN)n3cc([C@@H](N)CO)nn3)CC2)n1	-25	-4	8	117	1	168*	1.9	12	-2
O=C(CSc1nnc(-c2ccncc2)n1Cc1ccco1)N1c2ccccc2Sc2ccc(Cl)cc21	18	3	4	104	5	-6	0.2	-6	2
N#Cc1c(C(F)(F)F)cc(-c2ccco2)nc1SCc1ccncc1	6	9	5	99	-25	3	4.0	8	23
COC(=O)c1ccc(NC(=S)N2CCN(Cc3cccc(C)c3)CC2)cc1	-4	-6	0	103	1	-16	4.8	-2	2
O=C(c1cccc2ccccc12)C1CCCN(C(=O)CCc2cnccn2)C1 (centres undefined)	-1	2	1	106	-1	3	2.3	-18	-2
CC(=O)Oc1oc(-c2ccccc2)nc1C=Nc1ccccc1	-4	-2	26*	101	-1	-14	-0.7	-1	0
Cc1cc(Nc2ncc(Cl)cc2Cl)n[nH]1	-3	0	0	102	7	13	3.3	4	-2
O=C(CCn1cccn1)Nc1ccc(-c2ccno2)cc1	-3	-7	-7	90	10	6	-1.2	-12	2
COc1cc(NC(=O)C2=C(C)OCCS2)c(Cl)cc1C(=O)NCCN(C)C	-4	1	-2	91	-8	3	1.6	1	-1
O=C(NCc1ccccc1F)C1CCN(C(=O)NCc2ccccc2)CC1	-5	-3	0	90	-3	1	0.3	7	1
CC12CN3CC(C)(CN(C1)C3c1c[nH]c3ccccc13)C2=O (centres undefined)	3	-1	-2	87	-21	-2	0.4	-2	-1
CCN1C(=O)CC(N2CCN(c3ccc(C(=O)c4ccccc4)cc3)CC2)C1=O (centres undefined)	2	0	-9	96	2	-20	1.9	4	-2
COc1cccc(C2c3c(oc4cc(C)c(C)cc4c3=O)C(=O)N2CCCN(C)C)c1 (centres undefined)	9	-12	-3	107	-2	11	2.0	6	3
N#Cc1ccc(Cn2c(-c3ccc(F)cc3)noc2=O)cc1	-12	-1	4	104	-8	-29	2.4	-10	-2
Cc1ccc(SC(C)C(=O)Nc2ncn[nH]2)cc1 (centres undefined)	1	-2	-3	96	3	-6	1.6	-5	3
O=C(Cc1ccc(F)cc1)NC1CCCC1	-7	-4	-1	95	1	5	1.6	-6	-3
Carrying on.
SMILES	HCV core dimer	PP1 counter	CTSL1 counter	Yeast superoxide	JMJD2C inh	ZTA DNA inh	PP5 primary	EBNA-1 inhibitor	TPT1 inhibitor
Cc1ccccc1OCC(O)Cn1c(N2CCN(c3ccccc3)CC2)nc2c1c(=O)[nH]c(=O)n2C (centres undefined)	9	-4	0	99	5	-7	0.9	-7	4
COc1ccc(-c2cc(C(=O)NC(Cc3c[nH]c4ccccc34)C(=O)O)c(C)o2)cc1OC (centres undefined)	0	7	4	151	-2	-9	6.2	-14	-1
Cc1noc(C)c1COC(=O)c1cc(C)n(-c2ccccc2)c1C	-1	3	0	96	7	4	2.4	7	1
CCOc1ccc(S(=O)(=O)N(C)c2ccc(OCC(=O)Nc3nc(-c4cc(OC)ccc4OC)cs3)cc2)cc1	-4	0	1	101	6	-10	2.9	7	2
O=[N+]([O-])c1ccc(N2CCN(S(=O)(=O)c3ccc(Cl)cc3)CC2)cc1NCc1cccnc1	42	19*	4	92	39	8	-0.6	0	-2
CC(C)N1C(=O)CSC1c1ccc(Br)cc1 (centres undefined)	3	87*	1	91	13	-3	-2.4	3	1
O=C(O)c1ccccc1C(=O)N1CCN(c2cccc(Cl)c2)CC1	-7	0	-2	96	-3	3	1.4	10	-11
Nc1ncnc2c1cnn2-c1ccccc1	1	0	-2	86	-7	3	-1.6	10	-3
O=C(Nc1cccc(F)c1)C1CC(=O)N(c2ccc(Br)cc2)C1 (centres undefined)	-5	1	1	107	2	-11	3.1	11	-3
Cc1cc(C)cc(NC(=O)C2C3C=CC4(O3)C2C(=O)N(CCCN(C)C)C4C(=O)NC2CCCC(C)C2C)c1 (centres undefined)	-7	0	-3	96	-10	2	3.3	2	-2
Cc1cc(C)nc(N2N=C(CSc3ccc(Cl)cc3)CC2=O)n1	-2	0	1	90	10	-4	-0.4	5	1
COc1cc(/C=N/Nc2ccc(C(F)(F)F)cn2)ccc1O	-2	2	3	110	4	5	5.4	-12	-1
CCOCCCn1c(=N)c(C(N)=S)cc2c(=O)n3cccc(C)c3nc21	10	4	2	100	-1	1	3.5	-9	12

An excerpt from above, limited to TPT1 inhibitor and HCV core dimer:
canonical_smiles	TPT1 inhibitor	HCV core dimer
O=[N+]([O-])c1ccc(N2CCN(S(=O)(=O)c3ccc(Cl)cc3)CC2)cc1NCc1cccnc1	-2	42
CC(C)N1C(=O)CSC1c1ccc(Br)cc1 (centres undefined)	1	3
O=C(O)c1ccccc1C(=O)N1CCN(c2cccc(Cl)c2)CC1	-11	-7

Screening data (PubChem)
